ADAM17 inh – ADAM17 inhibition, QFRET primary screen; recombinant ADAM17, EDANS/DABCYL FRET peptide cleavage; inhibition, % at 6.95 µM; actives 0.83% (n = 370,000); AID 720648;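 active = inhibition above the mean of compounds lying between control limits plus 3 SD, set per campaign, cut at about 8.5% in these data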;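 also: 0% = DMSO-only wells as the low control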
PLCg1 inh – blocks human PLC-gamma1 enzyme activity | purified PLC-gamma1, fluorogenic substrate, fluorescence | inhibition, % at 12.2 µM | actives 0.84% (n = 370,000); in the data active = inhibition above about 9.5%
ASAP1 GAP inh – ASAP1 ArfGAP inhibition; ASAP1-stimulated ARF1 GTP hydrolysis, GDP FP detection; inhibition, % at 16.5 µM; AID 624377; actives 0.19% (n = 360,000); in the data active = inhibition above about 25%;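 also: 0% = vehicle with enzyme and substrate and 100% = no enzyme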
Tn6 DDE FP – inhibitors of Tn6 peptide binding to human fibrin DD(E); inhibition, % at 8.3 µM; AID 720509; P02675; actives 0.21% (n = 370,000); Fibrin DD(E) TRITC-Tn6 fluorescence polarization displacement;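 active = inhibition above a per-campaign cutoff: mean of compounds within control limits plus 3 SD, cut at about 15% in these data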;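 also: 0% = median of all compound wells on the plate and 100% = blocking peptide control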
Target sequence (P02675 whole entry, looked up): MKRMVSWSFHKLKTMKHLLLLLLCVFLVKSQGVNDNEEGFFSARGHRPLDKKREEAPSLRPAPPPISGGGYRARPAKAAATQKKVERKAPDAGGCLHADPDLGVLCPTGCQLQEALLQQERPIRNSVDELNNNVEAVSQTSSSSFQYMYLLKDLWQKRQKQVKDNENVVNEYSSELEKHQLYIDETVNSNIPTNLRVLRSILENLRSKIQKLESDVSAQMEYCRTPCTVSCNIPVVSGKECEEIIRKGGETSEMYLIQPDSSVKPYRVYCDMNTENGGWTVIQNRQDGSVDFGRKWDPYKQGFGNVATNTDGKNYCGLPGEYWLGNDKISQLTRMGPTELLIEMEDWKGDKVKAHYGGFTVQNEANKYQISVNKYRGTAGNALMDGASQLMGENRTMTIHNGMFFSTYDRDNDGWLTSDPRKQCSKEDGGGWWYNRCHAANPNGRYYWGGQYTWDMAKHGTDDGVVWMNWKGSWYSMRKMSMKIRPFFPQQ
DDE Tn7 FP inh – DD(E)-Tn7 binding inhibition, primary FP screen | P02675 | FP displacement of FITC-Tn7 peptide from fibrin DD(E); 0% = median of compound wells per plate | inhibition, % at 8.3 µM | actives 0.13% (n = 370,000) | AID 720508;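 active = inhibition above the mean of compounds falling within the control limits plus 3 SD of them, cut at about 14% in these data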;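 also: 0% = plate median of compound wells and 100% = 10 µM Aha-Tn7 peptide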
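Also added: labelled Tn7 tracer, 0.1 µM; Assay system: human fibrin DD(E) protein; Amount: 2 µM fibrin DD(E); Schedule: 10 min compound pre-incubation, 3 h probe incubation at room temperature; Repeats: one replicate per compound; Read-out basis: percent inhibition; Measured by: fluorescence polarization of the labelled Tn7 tracer.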
PLCb3 inh – blocks human PLC-beta3 enzyme activity | inhibition, % at 12.2 µM | AID 720704 | actives 0.18% (n = 370,000) | Q01970 | Purified PLC-beta3, fluorogenic substrate, fluorescence; in the data active = inhibition above about 11%;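 also: 0% = median of compound wells on plate and 100% = full blocker control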
ADAM10 inh – inhibits human ADAM10; inhibition, % at 7 µM; recombinant ADAM10, EDANS/DABCYL FRET peptide cleavage, 3 h; O14672; actives 0.62% (n = 370,000);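 active = inhibition above a per-campaign cutoff equal to the mean of compounds falling between control-based bounds plus 3 SD, cut at about 20% in these data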;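 also: 0% = DMSO wells while the 100% control is not disclosed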
TDP2 inh – TDP2 (human) inhibition, absorbance primary screen; recombinant TDP2, T5PNP hydrolysis, p-nitrophenol absorbance 415 nm; actives 0.34% (n = 370,000); O95551; AID 720702; inhibition, % at 12.8 µM;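 active = inhibition above the mean of all tested compounds plus 3 SD, set per campaign, cut at about 25% in these data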;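 also: 0% = DMSO with enzyme and 100% = buffer with substrate but no TDP2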
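Incubation: 2 h at 37 °C; Test system: recombinant human TDP2; Quantity: enzyme 120 nM; Read-out basis: percent inhibition; Medium: 50 mM Tris-HCl pH 7.5 with Mg2+, KCl, DTT, BSA; Repeats: single replicate; Compound: 12.8 µM single point, 1% DMSO; Signal: epi absorbance; Reagent: 5 mM T5PNP chromogenic substrate; Benchmarks: no-enzyme high, DMSO-plus-enzyme low.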
SIAE inh – inhibitors of human sialic acid acetylesterase SIAE | Q9HAT2 | actives 0.69% (n = 370,000) | SIAE FP-Rh probe binding, fluorescence polarization | AID 1053197 | inhibition, % at 9.66 µM;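 active = inhibition above a cutoff: mean of compounds within the control limits plus 3 SD of those, cut at about 17% in these data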;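 also: 0% = plate median of compound wells and 100% = probe without SIAE protein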
Target sequence (Q9HAT2 whole entry, looked up): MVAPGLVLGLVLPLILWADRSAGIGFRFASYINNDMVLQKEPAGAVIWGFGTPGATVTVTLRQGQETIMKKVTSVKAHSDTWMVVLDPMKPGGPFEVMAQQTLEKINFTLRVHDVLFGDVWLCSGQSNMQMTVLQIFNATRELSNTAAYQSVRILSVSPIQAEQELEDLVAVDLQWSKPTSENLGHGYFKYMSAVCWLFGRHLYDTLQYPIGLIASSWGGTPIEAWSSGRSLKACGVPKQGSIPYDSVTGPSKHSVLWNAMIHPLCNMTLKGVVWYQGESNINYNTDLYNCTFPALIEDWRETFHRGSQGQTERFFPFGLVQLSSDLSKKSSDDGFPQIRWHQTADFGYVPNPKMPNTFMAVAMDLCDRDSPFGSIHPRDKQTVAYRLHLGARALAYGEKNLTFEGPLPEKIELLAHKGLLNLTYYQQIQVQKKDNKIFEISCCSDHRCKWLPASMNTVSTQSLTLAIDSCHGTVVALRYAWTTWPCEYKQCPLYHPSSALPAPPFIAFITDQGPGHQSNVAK
ARFGAP1 inh – inhibitors of rat ARFGAP1; Q62848; Arfgap1-stimulated ARF1 GTP hydrolysis, GDP FP detection; inhibition, % at 16.5 µM; actives 0.26% (n = 360,000);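 active = inhibition above a per-plate limit, mean inhibition of low control wells plus 3 SD, cut at about 25% in these data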;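 also: 0% = DMSO wells with enzyme and 100% = wells lacking Arfgap1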
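Assay system: Rat Arfgap1 GAP domain (His6, aa 1-136), purified enzyme | Buffer or medium: HEPES 25 mM pH 7.5, NaCl 150 mM, MgCl2, DTT | Schedule: GTP hydrolysis reaction 2 h at 25 °C | Signal: FP of antibody-bound GDP Alexa 633 tracer, ex 620/em 688 nm | Measure: Percent inhibition of Arfgap1-stimulated GTP hydrolysis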
* marks the source's active call; other numbers are inactive results; · = no result given.

SMILES	ADAM17 inh	PLCg1 inh	ASAP1 GAP inh	Tn6 DDE FP	DDE Tn7 FP inh	PLCb3 inh	ADAM10 inh	TDP2 inh	SIAE inh	ARFGAP1 inh
COc1cc(C(=O)NCC(=O)NCCSc2ccc(Br)cc2)cc(OC)c1OC	3	-1	-1	4	1	-1	-10	3	-4	3
Nc1nc2c(ncn2[C@@H]2O[C@H](C(=O)N[C@H](Cc3ccccc3)C(=O)NC3CCCCC3)[C@@H](O)[C@H]2O)c(=O)[nH]1	-6	3	-2	6	-4	-2	-16	2	32*	-7
COc1cc(C(=O)N2CCN(S(=O)(=O)c3cc(C)ccc3C)CC2)ccc1OCC(=O)N1CCOCC1	1	4	2	5	-8	-3	-2	-10	-1	-6
COc1ccc(N2CCN(C(=O)c3c(Cl)cnn3C)CC2)cc1	1	8	-9	4	1	-2	4	-24	-4	1
O=C(NC1CCCCCC1)C(=S)N1CCOCC1	-3	3	-4	-4	0	-4	-5	7	4	2
CC(C(=O)Nc1ccc(F)c(F)c1)N1CCN(C)CC1 (stereo not given)	-4	3	-1	4	2	4	4	-3	-1	-4
CC(=O)O[C@H]1CC[C@@]2(C)C(=CC[C@H]3[C@@H]4CC[C@H](C(C)=O)[C@@]4(C)CC[C@@H]32)C1	-1	2	-7	11	-10	4	-2	0	3	11
O=C(NCCc1ccc(Cl)cc1)c1n[nH]c2ccccc12	2	3	16	0	4	4	14	4	-3	12
O=C(NCc1ccncc1)c1ccc(Cl)c(S(=O)(=O)N2CCCCC2)c1	-2	0	-2	-8	-6	0	-10	-1	-6	-9
CCCCn1c(C(C)NC(=O)CCC)nc2ccccc21 (stereo not given)	0	0	-3	0	2	7	4	-2	1	-16
CC1=[N+](C)c2c(ccc3cccnc23)C1(C)C	-20	-74	51*	153*	-9	-120	-74	38*	-179	70*
Cc1cc(C)nc(SCc2cc(=O)c(OC(=O)c3cccc([N+](=O)[O-])c3)co2)n1	1	3	6	-8	2	4	5	6	-1	2
Cc1ccc(C(=O)N2CCC(C(=O)c3ccc(Cl)cc3)CC2)cc1	0	-4	1	-2	5	-8	-3	0	-2	-4
CC(=O)NC(C)c1cc(Cl)c2ccccc2c1O (stereo not given)	-25	-74	2	-5	5	-111	-110	5	6	2
COC(=O)C1=C(C)N(Cc2ccc(OC)c(OC)c2)C(=O)C1	-6	-1	7	3	-2	-1	-1	4	9	0
CCOC(=O)c1cc(-c2ccccc2)n(CC(=O)Nc2cc(OC)cc(OC)c2)c1C	4	-3	4	-6	-1	2	2	-5	-10	13
COc1ccc(-c2csc(Cc3nnc4n3CCCCC4)n2)cc1OC	-3	1	1	-1	6	1	4	6	1	-11
COC(=O)[C@]12C[C@H](CC(=O)NCc3ccccc3)C(=O)N(CCc3ccc(OC)c(OC)c3)C1=C[C@H](C(C)C)O[C@@H]2C1CC1	-6	1	·	12	-4	1	-3	0	4	·
Cc1c(C(=O)N(Cc2ccco2)Cc2cccs2)oc2ccccc12	3	-4	4	10	-7	-13	3	-9	-4	-2
C/C(CCc1ccc2c(c1)OCO2)=N\NC(=O)c1ccccc1Br	0	1	1	3	5	-1	6	4	9	1
COc1ccc(Cc2nnc(NC(=O)c3cccc([N+](=O)[O-])c3)s2)cc1	6	0	2	1	-5	3	7	12	3	0
CC1(C)COC(=S)N1CCC#N	-1	-1	11	2	-4	3	0	3	2	5
CC(C)c1ccc(NC(=O)C(c2ccccc2)N2CCC3(CC2)OCCO3)cc1 (stereo not given)	1	0	16	-3	3	1	-8	-1	-4	2
O=C(NCCOc1nc(N2CCOCC2)nc(N2CCOCC2)n1)Nc1ccc(Cl)cc1	-6	-1	0	-9	-5	-1	-5	-5	0	3
Cc1ccc(S(=O)(=O)N2CCN=C2SCc2cccnc2)cc1	0	3	12	-3	-7	6	6	-1	2	14

(continued)
SMILES	ADAM17 inh	PLCg1 inh	ASAP1 GAP inh	Tn6 DDE FP	DDE Tn7 FP inh	PLCb3 inh	ADAM10 inh	TDP2 inh	SIAE inh	ARFGAP1 inh
CC(=O)Nc1ccc(CN2CCN(Cc3ccc(F)c(F)c3)C(CCO)C2)cc1 (stereo not given)	-1	-1	4	5	1	-3	-5	-11	2	-7
COc1ccc(Cc2ccccc2C(=O)O)cc1	-1	-3	-7	-1	-7	-2	-19	5	0	9
Cc1ccc(S(=O)(=O)N2CCCC2)cc1C(=O)NCc1ccccc1CN1CCCC1	1	8	-7	-5	0	-4	8	-1	-1	7
Cn1c(=O)c2c(nc(N3CCc4ccccc4C3)n2Cc2ccccc2F)n(C)c1=O	-3	0	-2	-2	-4	2	0	4	-1	6
CC(=O)Oc1ccccc1C(=O)NC(C)CCc1ccccc1 (stereo not given)	-10	-5	-11	0	-7	-2	-27	4	15	-3
COc1cc(S(=O)(=O)n2c(C)nc3ccccc32)ccc1F	-2	1	15	-8	-4	3	-8	-14	-5	7
O=C1NC[C@H](CCCCN2C[C@H](Cc3ccccc3)N(CC3CCCCC3)C(=O)C2=O)N(CCc2ccccc2)C1=O	-5	-2	-4	-4	-2	-2	-8	-12	3	16
CCOC(=O)N1CCN(S(=O)(=O)N2CCCC(C(=O)NCc3ccc(OC)cc3OC)C2)CC1 (stereo not given)	-4	-2	-10	2	-5	-7	-7	1	-2	10
COC(=O)c1cc(=O)n(CCc2ccccc2F)c(=Nc2ccc(F)c(Cl)c2)s1	-1	3	-4	-5	0	4	3	3	-2	12
CCN(c1ccccc1)S(=O)(=O)c1ccc(Oc2ccc(-n3ccnc3)cc2)nc1	-4	1	17	-2	3	-3	-1	5	2	0
CCCc1nc(NCCO)c(C#N)c2c1CCCC2	-8	-8	-5	-3	6	-12	-22	-4	0	-3
Nc1c(C(=O)Nc2ccc3c(c2)OCCO3)nnn1Cc1cccc(F)c1	2	5	2	1	5	-3	6	13	5	3
CCCn1nnc(NC(=O)c2ccc(F)cc2)n1	-8	0	5	0	0	1	-3	-4	3	2
CCCn1c(SC(C)C(=O)NC2CCCC2)n[nH]c1=O (stereo not given)	0	2	-12	7	8	0	0	14	-1	-2
CC1CC(C)CN(CC(=O)Nc2cc(S(=O)(=O)N3CCOCC3)ccc2N2CCCC2)C1 (stereo not given)	-5	-1	-3	1	10	-6	-9	-6	-2	1
CCCCn1c(N)c(N(CCOC)C(=O)c2ccc(S(=O)(=O)N(CC)c3ccccc3)cc2)c(=O)[nH]c1=O	-1	-4	-9	3	6	-2	-4	-3	-10	-4
Cc1ccccc1C1NC(=O)c2ccccc2O1 (stereo not given)	-5	-2	-9	5	5	-2	-20	1	-3	-8
CC(=O)Nc1nnc(S(N)(=O)=O)s1	-7	7	-8	8	8	-3	-7	-6	-4	11
CSCC(C)N1CCC(n2nccc2NC(=O)CCOc2ccccc2)CC1 (stereo not given)	-1	1	-7	1	-2	-4	-5	10	2	-5
Nc1cc(=O)[nH]c(SCC(=O)NC2CCCCCCC2)n1	-2	9.6*	-11	-8	5	-3	-1	-9	-5	7
CCCCn1c(N)c(N(CC)C(=O)CCNC(=O)NC23CC4CC(CC(C4)C2)C3)c(=O)[nH]c1=O	-7	5	13	7	-8	-2	-2	-6	-8	8
CCOC(=O)c1c(S(=O)(=O)NCC(C)c2ccccc2)c(C)n(C)c1C (stereo not given)	1	1	10	-7	-6	-4	4	-13	-3	-1
Cc1cccc(/C=N/NC(=O)CNc2cccc3ccccc23)n1	-37	-31	-20	-8	-3	-37	-120	15	16	4
FC(F)(F)c1nc(N2CCCC2)ncc1-c1nnnn1-c1ccccc1	4	-5	-4	3	-4	-15	-8	-8	1	-13
O=C(Nc1cccc(Cl)c1)Nc1cccc(Cl)c1	3	1	0	-5	7	1	5	-7	-176	7

Remaining list, next part:
SMILES	ADAM17 inh	PLCg1 inh	ASAP1 GAP inh	Tn6 DDE FP	DDE Tn7 FP inh	PLCb3 inh	ADAM10 inh	TDP2 inh	SIAE inh	ARFGAP1 inh
CC(C)CC1NC(=O)N(CC(=O)Nc2ccc3c(c2)OCCO3)C1=O (stereo not given)	-3	-3	0	4	-2	-7	-3	-2	6	13
COCc1c(C#N)c(NCCc2ccccc2)nc(C)c1[N+](=O)[O-]	4	0	0	-2	-2	7	11	0	5	-5
Cc1c(NC(=O)c2cccs2)cccc1C(=O)O	-2	-1	-11	3	5	3	1	-4	0	-16
COc1ccc(N2CCN(C(=O)c3ccc(CS(=O)Cc4ccc(C)cc4)o3)CC2)cc1 (stereo not given)	0	1	10	7	3	-6	6	14	1	-3
O=C(O)CSC1CC(=O)N(c2ccc(F)cc2)C1=O (stereo not given)	-6	1	-4	7	1	-2	-1	-17	-4	5
O=C(COC(=O)/C=C/c1ccc(F)cc1)Nc1cc(C(F)(F)F)ccc1N1CCOCC1	2	3	-3	-4	1	3	0	3	1	-4
Nc1ccc(S(=O)(=O)Nc2nccc(/C=C/c3cccc(Br)c3)n2)cc1	1	-2	3	-5	-12	-4	-4	4	-27	5
CCN(CC)Cc1nc2nc(Cl)c(Cl)nc2[nH]1	-19	-39	-4	0	-2	-63	-67	-1	-3	-7
Cc1ccc(S(=O)(=O)CCC(=O)Nc2nc(-c3ccccn3)cs2)cc1	-2	-3	-8	-11	-4	-8	-2	-3	-2	4
COc1ccccc1-c1csc(C(C)(O)c2ccccc2)n1 (stereo not given)	6	0	16	-3	-2	-3	4	-9	-4	9
COc1ccc(C(=O)N(Cc2nc(-c3ccc(C)cc3)no2)C2CCCCC2)cc1OC	5	2	-2	4	8	1	15	-5	-4	-4
COc1ccc(NC(=O)CSC2=NC(=O)CC(C)=N2)cc1	5	3	-7	7	-3	4	4	-11	0	-8
COCc1cc(Sc2ccc(Br)cc2)nc(-c2ccccc2)n1	1	2	-4	-4	-4	3	0	-9	-4	-10
COc1ccc(C(=O)OCC(=O)Nc2ccc3[nH]c(=O)[nH]c3c2)cc1	-1	-5	24	-5	-1	-7	-10	-2	-8	2
CC(C)(C)CC(=O)Nc1cc(S(=O)(=O)N2CCCCCC2)ccc1Cl	0	2	-3	3	4	3	-2	-9	0	9
Cc1ccc(S(=O)(=O)NCCC(=O)OCC(=O)N(Cc2ccccc2)C(C)(C)C)cc1C	5	5	0	-3	2	-9	10	-20	1	10
CCCS(=O)(=O)c1nc(S(=O)(=O)c2ccc(C)cc2)c(N2CCCC(C)C2)s1 (stereo not given)	3	0	2	9	8	-8	9	10	4	16

Compound activity: PubChem, The Scripps Research Institute Molecular Screening Center
